Screening results from PubChem BioAssay.
CRFBP-R2 block – blocks CRF-induced signaling of the CRF-BP/CRF-R2 complex. HEK293 CRF-R2/CRF-BP, CRF-induced calcium fluorescence. inhibition, % at 11.8 µM. 0.59% of 350,000 active. AID 588475;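 active means inhibition of the ligand-induced calcium signal above about 50% at the single tested concentration, limit read from the data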
CRFBP-R2 agonist – CRF-BP/CRF-R2 complex agonism. HEK293 CRF-R2/CRF-BP, calcium dye fluorescence (FLIPR); percent of saturating CRF peptide response. activation, % at 13.2 µM. 0.46% of 350,000 active;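 active means activation of at least 50%, plus an integration ratio under a set limit after plate pattern correction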;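 further: plate controls were neutral control wells without compound for no effect and CRF at EC100 for full effect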
M4 PAM – positive allosteric modulators of human muscarinic M4 receptor. P08173. CHO-K1 hM4/Gqi5, Fluo-8 calcium fluorescence, ACh EC20; 0% = ACh EC20, 100% = maximal ACh. activation, % at 3 µM. 0.4% of 360,000 active;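 active means activation above its plate's cutoff, the mean activation of sample wells plus 3 SD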; further: some results filed as inactive read as strong as hits
Target sequence (P08173 whole entry, looked up): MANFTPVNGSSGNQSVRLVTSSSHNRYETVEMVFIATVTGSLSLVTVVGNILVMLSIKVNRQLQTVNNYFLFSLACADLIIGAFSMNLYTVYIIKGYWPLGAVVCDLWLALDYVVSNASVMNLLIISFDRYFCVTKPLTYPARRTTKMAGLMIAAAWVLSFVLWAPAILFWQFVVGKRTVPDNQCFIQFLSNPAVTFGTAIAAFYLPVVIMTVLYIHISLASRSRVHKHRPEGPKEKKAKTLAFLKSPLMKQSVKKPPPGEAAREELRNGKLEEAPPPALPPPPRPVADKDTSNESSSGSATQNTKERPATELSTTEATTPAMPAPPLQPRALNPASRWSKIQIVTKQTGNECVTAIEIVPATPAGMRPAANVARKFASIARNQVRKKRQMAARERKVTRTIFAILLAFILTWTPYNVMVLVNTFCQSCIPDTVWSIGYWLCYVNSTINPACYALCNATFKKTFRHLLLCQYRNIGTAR
TAAR1 agonist – human TAAR1 agonism; CHO RD-HGA16 TAAR1, Fluo-8 calcium fluorescence; vehicle wells 0%, saturating PEA agonist 100%; activation, % at 3 µM; 0.99% of 360,000 active; AID 624467;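 active means activation above the mean activation of all test compounds in the run plus 3 SD, cut at about 38% in these data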
Target sequence (Q96RJ0 whole entry, looked up): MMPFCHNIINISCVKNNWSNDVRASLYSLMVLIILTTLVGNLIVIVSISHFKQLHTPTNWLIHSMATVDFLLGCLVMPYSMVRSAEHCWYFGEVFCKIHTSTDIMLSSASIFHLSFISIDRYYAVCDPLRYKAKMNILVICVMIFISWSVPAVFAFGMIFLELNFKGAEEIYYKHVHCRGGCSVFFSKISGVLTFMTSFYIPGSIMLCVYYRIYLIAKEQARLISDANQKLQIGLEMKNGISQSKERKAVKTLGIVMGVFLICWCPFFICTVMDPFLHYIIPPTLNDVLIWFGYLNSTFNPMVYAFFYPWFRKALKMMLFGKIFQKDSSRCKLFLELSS
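System: CHO-derived RD-HGA16 cells with stable Gα16 and human TAAR1 / Times: 17-24 h plating, Fluo-8 75 min 37 °C, 30 min RT / Technique: calcium-sensitive Fluo-8 signal, excitation 470-495, emission 515-575 nm / Measure: % activation relative to PEA EC100 response / Benchmarks: DMSO and PEA EC100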
M5 PAM – positive allosteric modulators of human muscarinic M5 receptor; CHO-K1 hM5, Fluo-8 calcium, ACh EC20 PAM; 0% = ACh EC20, 100% = ACh EC100; 0.3% of 360,000 active; P08912; activation, % at 3 µM; AID 624038;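 active means activation above the run cutoff, the mean activation of all test compounds plus 3 SD, cut at about 18% in these data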
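System: CHO-K1 hM5 cells. Reagent: acetylcholine, EC20 level. Compound dosing: single dose, 3 µM nominal final test concentration. Timing: Post-acetylcholine fluorescence recording 140 s. Detection: Fluo-8 calcium fluorescence. Read-out: % activation, ACh-normalized. Benchmarks: ACh EC20 and EC100 wells. Repeats: singlicate, one well per test compound.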
M1 PAM parental – counter-screen for M1 PAMs: effect in parental CHO-K1 cells; ATP EC20, Fluo-8 calcium fluorescence; 0% at ATP EC20, 100% at ATP max; activation, % at 3 µM; 0.02% of 360,000 active; AID 602247;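 active means activation above the run cutoff, the mean activation of all test compounds plus 3 SD, cut at about 40% in these data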;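 further: peak over basal fluorescence ratio in a 140 s read after ATP addition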
M5 ag – CHRM5 agonism in calcium assay. P08912. CHO-K1 hM5 cells, Fluo-8 calcium fluorescence; 0% DMSO wells, 100% maximal acetylcholine response. activation, % at 3 µM. 0.19% of 360,000 active. AID 624037;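 active means activation above the run's mean over test compounds plus 3 SD, cut at about 23% in these data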;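 further: signal is peak over basal fluorescence ratio across the kinetic read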
CHRM5 antagonist – blocks acetylcholine activation of human M5 receptor; CHO-hM5 cells, Fluo-8 calcium fluorescence, ACh EC80; inhibition, % at 3 µM; 0.59% of 360,000 active; AID 624040;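 active means inhibition above a per-plate cutoff, the mean of that plate's test compounds plus 3 SD, cut at about 27% in these data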;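 further: 0% = acetylcholine EC80 with DMSO and 100% = DMSO without agonist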
TAAR1 antagonist – antagonists of human TAAR1; inhibition, % at 3 µM; Q96RJ0; CHO RD-HGA16 TAAR1, Fluo-8 calcium fluorescence, antagonist; 1.5% of 360,000 active; AID 624466;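 active means inhibition above a per-plate cutoff, the mean inhibition of test compounds on that plate plus 3 SD, cut at about 49% in these data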;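 further: 0% = DMSO plus EC80 beta-PEA response and 100% = DMSO alone without agonist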
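Test system: RD-HGA16 CHO cells with stable hTAAR1 and Gα16 / Probe or stimulus: EC80 β-phenethylamine stimulus / Times: seeding 17-24 h prior, 75-min 37 °C, 30-min RT dye loading / Detection: Fluo-8 calcium-sensitive fluorescence / Read-out basis: % inhibition scaled between DMSO and EC80 PEA controls / Repeats: singlicate, one well per test compound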
* = called active by the depositor; nt = not tested or not shown. No enrichment for hits; any-hit rate near 4.2%.

Each structure is followed by: CRFBP-R2 block	CRFBP-R2 agonist	M4 PAM	TAAR1 agonist	M5 PAM	M1 PAM parental	M5 ag	CHRM5 antagonist	TAAR1 antagonist
COC(=O)COc1ccc(S(=O)(=O)NCCC2=CCCCC2)cc1
    6	0.1	-7	8	-3	-13	4	-6	-5
CC1CCN(Cc2nc3c(c(=O)n(C)c(=O)n3C)n2CCc2ccccc2)CC1
    2	-0.4	0	5	-4	-5	-6	-2	-12
CC(C)NC(=O)N(C)C[C@H]1Oc2c(NC(=O)Cc3ccccc3)cccc2C(=O)N([C@H](C)CO)C[C@@H]1C
    9	-1.0	6	4	3	12	4	4	-1
COC(=O)c1n[nH]n(-c2cc(Cl)cc(Cl)c2)c1=O
    -6	0.3	4	0	3	-14	-1	9	-26
Cc1cccc(CS(=O)(=O)c2cn(CC(=O)N3CCOCC3)c3ccccc23)c1
    -8	2.8	7	1	-3	4	-4	-11	-17
Cn1c(SCCN2CCOCC2)nc2sc3c(c2c1=O)CCCC3
    -7	0.1	-2	1	-2	1	0	9	10
Cc1cc(OCC(=O)Nc2cc(S(=O)(=O)N3CCOCC3)ccc2N2CCCC2)ccc1C(C)C
    4	3.6	9	-2	1	15	0	11	-48
CCOc1ccc2c(C)c(Cl)c(=O)oc2c1
    17	-4.2	13	10	5	4	-7	1	14
COC(c1ccccc1)c1nnc(CCC(=O)NCCC(C)C)o1 (stereo not drawn)
    15	-0.3	0	5	0	-13	-3	-4	-9
N#Cc1nc(-c2ccccc2)oc1NCC1CCCO1 (stereo not drawn)
    12	0.8	-5	1	-2	1	-1	-3	-3
COc1ccc(C(=O)NC2CCCc3c2cnn3-c2ccc(C)c(C)c2)c(OC)c1OC (stereo not drawn)
    -10	1.2	0	1	-1	9	-1	-1	-29
CC(C)(C)c1cc(NC(=O)COC(=O)c2ccc(O)cc2O)n(-c2ccccc2)n1
    12	-3.0	5	7	1	-1	0	7	-35
Cc1ccc(NC(=O)C2CCCN2C(=O)NC2CCCCC2)cc1 (stereo not drawn)
    25	-1.2	6	16	7	27	-3	3	-12
C=CCSc1nc2ccccc2c2nc(-c3ccccc3)nn12
    4	6.7	9	2	-4	7	-2	12	-17
CC(C)C[C@@H](COCc1cccc(C(F)(F)F)c1)N1CCN(C(=O)c2ccc(C(F)(F)F)cc2)CCC1=O
    nt	nt	-5	-1	-5	24	0	-1	11
CC(=O)CSc1nc(N(C)C)nc(N(C)C)n1
    8	3.5	-2	8	-6	14	-3	-3	4
CC(NC(=O)Nc1nnc(C(F)(F)F)s1)N1C(=O)C2C3C=CC(C3)C2C1=O (stereo not drawn)
    1	1.1	-2	5	-5	16	-1	-1	-23
Cc1ccc(-n2ncc(C#N)c2/N=C/N2CCN(C)CC2)cc1
    -3	-1.8	-1	3	1	20	-11	-1	-1
Cc1sc(NC(=O)CSc2nnnn2C2CCCCC2)c(C#N)c1C
    -37	-2.1	0	6	0	11	1	-4	-15
CCc1ccccc1NC(=O)CSc1nnc(-c2cc(C)[nH]n2)n1N
    -2	0.2	-2	-1	6	20	-6	-3	-7
COc1cccc(C(C(=O)NC(C)(C)C)N(C(=O)CCC(=O)Nc2cc(C)on2)C(C)(C)C)c1OC (stereo not drawn)
    2	-0.9	4	2	-1	10	-9	0	-6
O=C(C1CC(=O)N(c2ccc(Cl)cc2)C1)N1CCOCC1 (stereo not drawn)
    4	0.5	0	1	-4	2	1	11	6
C#CCOc1ccc(/C=C2/C(=O)ON=C2C)cc1OCC
    14	4.6	-6	26	1	-3	-2	1	13
CC(=O)Oc1cccc(/C=C2\C=C(c3ccc(C)cc3)OC2=O)c1
    14	3.6	3	-2	7	8	-1	-2	3
O=C(CSc1ncnc2c1nnn2Cc1ccccc1F)NCC1CCCO1 (stereo not drawn)
    10	-0.3	-1	1	-6	-12	-5	13	-6
COCCNC(=O)C(C)OC(=O)C1=Cc2ccccc2OC1 (stereo not drawn)
    8	-0.9	-4	12	5	11	0	-11	-2
COc1ccc(C(=O)C[n+]2ccc(C)cc2)cc1
    21	-1.1	-2	2	1	14	-1	-2	-25
CCNC(=O)C1(C)CCN(C(=O)c2ccccc2F)C1 (stereo not drawn)
    nt	nt	8	1	1	21	0	0	0
Cc1ccccc1OCC(=O)OC(C)C(=O)NC1CCCC1 (stereo not drawn)
    4	-1.7	0	9	-4	-11	0	7	-9
COC(=O)[C@H](CCSC)NC(=O)Nc1cc(OC)cc(OC)c1
    -2	-0.7	-4	0	3	17	3	-4	-7

(cont.)
Each structure is followed by: CRFBP-R2 block	CRFBP-R2 agonist	M4 PAM	TAAR1 agonist	M5 PAM	M1 PAM parental	M5 ag	CHRM5 antagonist	TAAR1 antagonist
CC(=O)Nc1ccc(S(=O)(=O)Nc2ccc(=O)n(Cc3ccc(Cl)c(Cl)c3)c2)cc1
    11	-1.3	8	1	-1	10	-4	-5	-8
COc1cccc(NC(=O)c2cccc(N3C(=O)C4C5C=CC(C5)C4C3=O)c2)c1 (stereo not drawn)
    -6	1.4	-7	6	-7	-28	2	16	20
COc1cccc(-c2cnc3c(NC(C)=O)cc(-c4cc(OC)c(OC)c(OC)c4)cn23)c1
    nt	nt	0	1	-3	15	-1	5	51*
Cc1cc(C(=O)NNC(=O)C(C)NS(=O)(=O)c2ccccc2F)c(C)o1 (stereo not drawn)
    -3	-0.4	4	4	5	-1	2	6	2
O=C(Nc1ccccc1)C1=C(N2CCOCC2)/C(=C/c2cccnc2)CC1
    -6	0.5	8	0	-2	10	2	10	-23
COc1ccc(OC)c(CCNC(=O)c2cccc(NC(=O)C3=C(C)OCCS3)c2)c1
    10	0.5	-6	10	-11	-5	0	17	57*
Cc1c(C(=O)NCCCN2CCOCC2)sc2nc(-c3ccc(F)cc3)cn12
    -24	2.6	14	1	2	-6	-2	-4	-15
COCCn1c(C)cc(C(=O)CSc2nc(C)nc3sc4c(c23)CCC4)c1C
    35	-1.8	7	17	-6	5	1	9	-7
COc1ccc(NC(=O)CSc2ccc3c(c2)OCCO3)cc1
    7	-0.4	-4	2	1	11	-4	14	-21
Cc1cc(C)nc(NCC(O)CNc2ccccc2C)n1 (stereo not drawn)
    -20	4.4	0	3	-3	7	-5	-10	-7
Cc1cc(C)nc(N/N=C/c2ccccc2OCc2ccc([N+](=O)[O-])cc2)n1
    14	-3.7	-18	7	-12	2	-3	1	41
O=C(O)CCCNC(=O)c1ccccn1
    24	6.5	15	2	2	10	-3	-8	1
COc1cc(OC)cc(C(=O)Nc2nc(-c3ccccc3)c(-c3ccccc3)o2)c1
    -19	-0.1	3	1	7	-6	-2	-6	2
COc1ccc(N2CCN(C(=O)C3(S(=O)(=O)c4ccc(C)cc4)CC3)CC2)cc1
    7	1.3	-4	1	23*	9	0	-15	-7
CC(=O)OC(C)C1C2=C(C(=O)CC1(C)O)C(=O)c1c(ccc(-c3ccc4c(c3O)C(=O)C3=C(C4=O)C(C(C)OC(C)=O)C(C)(O)CC3=O)c1O)C2=O (stereo not drawn)
    7	-4.1	-3	0	-9	-22	-2	4	-9
O=C(CSc1nc2ccccc2c(=O)[nH]1)N1CCN(c2ccccc2F)CC1
    6	0.6	-4	2	1	24	-3	7	8
CCOCCCN(CCC#N)S(=O)(=O)c1ccc(S(=O)(=O)N2CCCC2)cc1
    10	7.5	6	7	8	-3	2	-13	7
Cc1ccccc1N1CCN(C2CCCN(C(=O)CCN3CCCCC3=O)C2)CC1 (stereo not drawn)
    0	0.4	6	2	3	10	-7	-7	-26
CCCCN1CC[C@H]2C=CC[C@@H](C(=O)NCCc3ccccc3)[C@H]2C1=O
    -4	-1.4	4	14	8	-8	2	-1	1
COc1ccc(Br)c(Cn2c(C)c(C(=O)NCc3ccccc3C(F)(F)F)sc2=O)c1
    nt	nt	0	-1	-2	-1	-1	4	23
CC(=O)Nc1ccc(-c2nnn(CC(=O)c3ccc(F)cc3)n2)cc1Cl
    1	0.3	5	6	0	0	1	3	-21
O=C(Nc1cccc(C(=O)NC2CC2)c1)c1ccc(Cl)c(S(=O)(=O)N2CCOCC2)c1
    -11	-0.7	-4	17	-8	-9	4	7	32
CNc1ccc(-c2ccccc2CO)cn1
    nt	nt	-3	0	-2	7	0	7	-7
Cc1ccc(-n2c(SCC(=O)Nc3ccc4c(c3)OCO4)nnc2-c2ccoc2C)cc1
    39	-0.7	-1	2	-4	-2	0	-1	-2
Nn1c(SCc2ccc([N+](=O)[O-])cc2)nc2ccccc2c1=O
    24	-0.9	7	6	2	-7	0	1	-3

A few values from the list.
For CRFBP-R2 agonist, `O=C(Nc1cccc(C(=O)NC2CC2)c1)c1ccc(Cl)c(S(=O)(=O)N2CCOCC2)c1` is listed with -0.7
For M1 PAM parental, `Cc1ccccc1N1CCN(C2CCCN(C(=O)CCN3CCCCC3=O)C2)CC1` (stereo not drawn) is listed with 10
For CHRM5 antagonist, `Cc1ccc(-n2ncc(C#N)c2/N=C/N2CCN(C)CC2)cc1` is listed with -1

A section of the results above, for reference:
Each structure is followed by: CRFBP-R2 block	CRFBP-R2 agonist	M4 PAM	TAAR1 agonist	M5 PAM	M1 PAM parental	M5 ag	CHRM5 antagonist	TAAR1 antagonist
CC(=O)Nc1ccc(S(=O)(=O)Nc2ccc(=O)n(Cc3ccc(Cl)c(Cl)c3)c2)cc1
    11	-1.3	8	1	-1	10	-4	-5	-8
COc1cccc(NC(=O)c2cccc(N3C(=O)C4C5C=CC(C5)C4C3=O)c2)c1 (stereo not drawn)
    -6	1.4	-7	6	-7	-28	2	16	20
COc1cccc(-c2cnc3c(NC(C)=O)cc(-c4cc(OC)c(OC)c(OC)c4)cn23)c1
    nt	nt	0	1	-3	15	-1	5	51*

Some entries already given, limited to M4 PAM:
compound	M4 PAM
Cc1ccc(NC(=O)C2CCCN2C(=O)NC2CCCCC2)cc1 (stereo not drawn)	6
O=C(CSc1nc2ccccc2c(=O)[nH]1)N1CCN(c2ccccc2F)CC1	-4
